FAK inh – inhibitors of human focal adhesion kinase; Q05397; biochemical FAK kinase activity assay; inhibition, %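 (tested at 7 µM)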; actives 0.84% (n = 97,000); AID 727; in the data active means inhibition above about 19%;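 further: 0% = DMSO and 100% = reference compound high control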
PLK1 PBD inh – Plk1 (human) PBD binding inhibition; AID 693; actives 0.13% (n = 97,000); Plk1 PBD phosphopeptide binding, fluorescence polarization; inhibition, %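 (tested at about 20 µM)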; P53350; in the data active means inhibition above about 34%, passing the limit was not always enough
ERb coact inh – ER-beta (human) coactivator binding inhibition; inhibition, % at 25.6 µM; Q92731; TR-FRET ER-beta LBD / SRC1-Cy5 peptide binding; receptor agonist-loaded with 1 µM estradiol; actives 1.3% (n = 86,000);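 active means compounds whose percent inhibition of the receptor-coactivator binding signal exceeds about 50% in the single-dose screen, limit read from the data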;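 further: 0% = receptor plus peptide wells without compound and 100% = peptide-only wells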
CD11b adhes enh – increases human CD11b/CD18 adhesion to fibrinogen; P05107+P11215; K562 CD11b/CD18 adhesion to fibrinogen, ATPlite luminescence; activation, % at 10 µM; actives 0.07% (n = 93,000);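 active means 10 µM primary screen giving 50% or more activity, confirmed by 40% or more on retest at that dose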; further: strong numbers were not always called active
Target sequence (P05107 whole entry, looked up, other chains not shown): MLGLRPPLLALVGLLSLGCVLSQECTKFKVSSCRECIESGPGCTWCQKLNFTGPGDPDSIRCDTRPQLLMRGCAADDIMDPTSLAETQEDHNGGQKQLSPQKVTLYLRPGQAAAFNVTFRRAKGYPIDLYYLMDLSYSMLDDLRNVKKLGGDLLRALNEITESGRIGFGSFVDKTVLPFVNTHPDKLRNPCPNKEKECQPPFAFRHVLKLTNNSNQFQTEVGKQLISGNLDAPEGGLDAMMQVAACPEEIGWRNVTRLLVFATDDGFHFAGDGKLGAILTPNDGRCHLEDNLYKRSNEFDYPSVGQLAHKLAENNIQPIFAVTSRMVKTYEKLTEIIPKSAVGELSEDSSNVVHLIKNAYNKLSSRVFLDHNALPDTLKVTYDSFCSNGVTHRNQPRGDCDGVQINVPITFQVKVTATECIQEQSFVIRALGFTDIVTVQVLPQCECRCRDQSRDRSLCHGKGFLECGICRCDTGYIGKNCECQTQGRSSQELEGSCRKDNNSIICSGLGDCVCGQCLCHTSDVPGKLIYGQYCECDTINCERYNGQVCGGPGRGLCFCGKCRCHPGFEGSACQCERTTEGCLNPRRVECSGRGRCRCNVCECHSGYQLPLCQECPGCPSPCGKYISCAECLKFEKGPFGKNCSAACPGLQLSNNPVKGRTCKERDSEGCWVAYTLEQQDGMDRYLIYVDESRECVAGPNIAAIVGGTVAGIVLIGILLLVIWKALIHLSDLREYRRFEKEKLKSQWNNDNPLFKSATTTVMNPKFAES
ERa coact pot – enhances coactivator binding to human estrogen receptor alpha. P03372. TR-FRET ERalpha-LBD/SRC-Cy5 coactivator binding, 2 h; 100 = basal binding, no effect. coactivator binding (% of control), % at 25.6 µM. actives 1.3% (n = 86,000). AID 639; in the data active means activity above about 200%;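 further: binding measured in presence of low estradiol as agonist stimulus; 0% = peptide alone without receptor and 100% = receptor with peptide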
HIV Rev-RRE inh – disrupts HIV-1 Rev binding to RRE RNA; inhibition, % at 8 µM; P05866; Rev peptide-RRE RNA binding, FRET; actives 0.79% (n = 97,000);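 active means inhibition above the screen-wide mean plus 3 SD, cut at about 35% in these data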;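 further: 0% = median DMSO wells and 100% = median Neomycin B control wells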
Target sequence (P05866 whole entry, looked up): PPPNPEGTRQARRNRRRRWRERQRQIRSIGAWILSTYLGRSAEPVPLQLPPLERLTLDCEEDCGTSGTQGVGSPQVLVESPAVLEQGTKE
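Test system – labelled RRE RNA duplex and labelled Rev peptide · Reagent – labelled Rev peptide · Doses – one concentration, 8 µM nominal · Incubation – 5 + 15 min at 25 °C · Signal – FRET fluorescence readout · Read-out basis – % inhibition of FRET ratio versus controls · Control set – DMSO wells as 0% and neomycin B wells as 100% inhibition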
PLK1 kinase inh – inhibitors of human PLK1 kinase; P53350; recombinant PLK1 kinase, TR-FRET peptide phosphorylation; inhibition, % at 10 µM; actives 0.53% (n = 97,000); AID 619;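 active means inhibition of 50% or more in the single-concentration screen; inactive means inhibition below 50%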;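 further: 0% = DMSO max control and 100% = H-89 dihydrochloride min control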
CD11b adhes inh – blocks human CD11b/CD18 adhesion to fibrinogen. P05107+P11215. inhibition, % at 10 µM. actives 0.54% (n = 93,000). K562 CD11b/CD18 adhesion to fibrinogen, ATPlite luminescence; Mn2+ added to activate the integrin;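 active means primary inhibition of 50% or more at 10 µM, then 40% or more on retest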; further: some results filed as inactive read as strong as hits
ERa SRC1 inh – ER-alpha (human) coactivator binding inhibition; TR-FRET ER-alpha LBD / SRC-1 peptide, estradiol-bound; inhibition, % at 25.6 µM; actives 1.7% (n = 86,000); P03372; in the data active means inhibition above about 50%;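 further: 0% = receptor plus peptide control and 100% = peptide only without receptor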
An asterisk follows results filed as active; x = not tested or not shown; [ ] = another dose, or the depositor's remark. This is a random part of the collection; about 4.7% have a hit in one of these screens.

Second line of a record: ERa coact pot, CD11b adhes inh, PLK1 kinase inh, ERb coact inh, CD11b adhes enh, FAK inh, PLK1 PBD inh, ERa SRC1 inh, HIV Rev-RRE inh
COc1ccc(OC(C)C(=O)N2CCC(C)CC2)cc1 (stereo not drawn)
  110, -13, 5, -7, -4, -2, 0, -3, 7
O=C(NCc1cccs1)c1cc2c(s1)CS(=O)(=O)C2
  81, 2, 1, 21, -2, 0, 18, 24, 5
CC1CCC(C(C)C)C(OC(=O)CSc2nc(N)cc(=O)[nH]2)C1 (stereo not drawn)
  83, x, -8, -8, x, -3, -2, 3, 3
CCn1c(=N)c(S(=O)(=O)c2ccc(F)cc2)cc2c(=O)n3ccccc3nc21
  95, x, -76, 0, x, 4, 1, 4, 9
O=C(COc1ccccc1-c1ccccc1)Nc1ccc(S(=O)(=O)NCc2ccco2)cc1
  x, -25, -12, x, -4, -1, 4, x, 8
C#CCSc1nnc(-c2ccc(OC)cc2)o1
  88, -24, -1, -3, 1, 2, 7, 9, 5
CC1CCN(C(=O)CN2C(=O)C(=O)c3ccccc32)CC1
  94, -2, -10, 2, -4, 2, -14, 5, 10
Cc1nc2c(n1C1CCCCC1)C(=O)c1ccccc1C2=O
  x, x, -10, x, x, 8, 15, x, 7
COc1ccc(-c2nn(-c3ccccc3)cc2C(=O)Nc2nc(CC(C)=O)ns2)cc1
  169, -13, -5, 15, 2, 0, -12, 24, 6
O=C(CCC(=O)N(c1ccccc1)C(C(=O)NC1CCCC1)c1ccncc1)Nc1cccnc1 (stereo not drawn)
  120, -1, -7, -4, 4, 1, -7, 1, 2
O=C(c1cccc(Cl)c1)N1CCCC(c2ccc(Cl)cc2)=N1
  x, 27, 1, x, -4, -6, -21, x, 6
O=C(c1ccco1)N1CCN(C(=O)C2CCCN(S(=O)(=O)c3cccc4nsnc34)C2)CC1 (stereo not drawn)
  100, -4, -5, -4, -4, -1, -30, -4, 8
COc1ccc(C2(O)CCN(CCCCOc3ccccc3)CC2)cc1
  108, -5, -8, -6, 7, 5, -8, -5, 4
CCC(C)NC(=O)c1ccccc1NC(=O)c1ccccc1N(C)S(C)(=O)=O (stereo not drawn)
  98[fluorescence artefact?], x, 2, 23[fluorescence artefact?], x, -1, 2, 3, 2
O=C1CC(C(=O)Nc2ccccc2C(=O)O)C(c2ccccc2)O1 (stereo not drawn)
  108, -20, -13, 1, -4, -3, 12, 6, 2
CCSc1ccccc1C(=O)NCc1ccc(S(N)(=O)=O)cc1
  117, -8, -11, 3, 3, 2, -1, 0, 4
CC(=O)Nc1nc2ccccc2n1CCOc1ccccc1Cl
  101, x, -3, 0, x, 2, -10, -1, 9
O=c1ccc2cc(S(=O)(=O)N3CCN(c4ccccc4)CC3)ccc2o1
  114, 16, -8, 0, 2, 1, -31, 0, -1
CCn1c(NC(=O)c2cccc(Cn3cc(Cl)cn3)c2)nc2ccccc21
  118, x, -7, 1[fluorescence artefact?], x, 15, -13, 0[fluorescence artefact?], 12
Cc1ccc(-n2c(-c3ccncc3)nnc2-c2cccs2)cc1
  107, x, -1, 0, x, 3, 7, -4, 1
CCCCNc1ncnc2c1cnn2-c1ccc(Cl)cc1
  102, 17, x, 15, 1, x, x, 9, x
CCOC(=O)C(C(=O)OCC)C1CCS(=O)(=O)C1 (stereo not drawn)
  112, x, -1, -4[fluorescence artefact?], x, 0, -3, -2, 7
O=C(CCCOc1ccccc1)Nc1nnc(C2CCCO2)s1 (stereo not drawn)
  110, -6, -2, 4, 0, 10, -8, -26, 3
O=C(Nc1ccc2nc(-c3ccco3)[nH]c2c1)c1cccs1
  90, x, -8, 15, x, -4, -10, -17, 4
COc1ccc(OC)c2c1CC(C)(C)NC2=O
  114, -4, x, 1, 2, x, x, -2, x
O=C(CSc1nc2c(cnn2-c2ccc(F)cc2)c(=O)[nH]1)N1CCCCC1
  x, -11, 8, x, 5, 7, -4, x, 4
Cc1ccc(C)c(OCCCC(=O)O)c1
  111, -8, -5, -8, 3, -1, -7, -6, 12
Cc1ccc(S(=O)(=O)N2CCC(C(=O)N3CCC(C(=O)NCC4CCCO4)CC3)CC2)cc1 (stereo not drawn)
  112[fluorescence artefact?], -6, -12, -2, 0, 1, 9, -6, -4
Cc1nn(Cc2ccc(Cl)c(Cl)c2)c(C)c1NC(=O)c1cc(-c2ccc3c(c2)OCO3)on1
  94, 27, -3, -20[fluorescence artefact?], 20, 13, -7, 36[fluorescence artefact?], 1
COc1ccc2c(c1OC)C(=O)N(c1nccs1)C2
  111, -4, -12, -12, -2, 1, -8, -22, 6
Cc1cc(C)c(C)c(OCCCCn2cnc3ccccc3c2=O)c1
  x, 10, -5, x, -3, 2, -21, x, 16
CC(C)C(c1nnnn1Cc1ccco1)N1CCN(c2cccc(Cl)c2)CC1 (stereo not drawn)
  116, 2, -9, 1[fluorescence artefact?], 1, 0, -3, 1, 12
O=C1CCc2cc(S(=O)(=O)N3CCN(c4ccccc4F)CC3)ccc2N1
  91, 6, -4, 19, -3, 0, -11, -2, 9
Cc1ccc(S(=O)(=O)N2CCCN(c3nc4cc(C)ccc4cc3C#N)CC2)cc1
  350*[fluorescence artefact?], x, -10, 45[fluorescence artefact?], x, -1, -23, 35[fluorescence artefact?], 37*
Cc1c(C(=O)NCc2ccc3c(c2)OCO3)oc2ccc(Br)cc12
  x, 8, -6, x, 2, 1, -11, x, 18
Cn1ccnc1Sc1nnnn1-c1ccccc1
  112, -14, x, 5, -5, x, x, -2, x
Cc1nc(-c2cccnc2)sc1C(=O)Nc1ccc(F)cc1F
  x, x, -7, x, x, -6, -11, x, -7
Cc1c(Cc2ccccc2)sc(N)c1C(N)=O
  78[fluorescence artefact?], -4, -4, 12[fluorescence artefact?], 6, 3, 0, -7[fluorescence artefact?], 9
Cc1csc(NC(=O)Cc2nn(C)c(=O)c3ccccc23)n1
  107, 45, -32, -7, -7, 2, 16, -5, 8
COc1ccc(Cl)cc1N(CC(=O)N1CCN(Cc2ccccc2)CC1)S(C)(=O)=O
  127[fluorescence artefact?], 3, -2, -2[fluorescence artefact?], 0, 1, 9, 1, 3
CC(=O)NCC(=O)NC1(C(=O)NC2CCCC2)CCCCC1
  111, 22, x, 10[fluorescence artefact?], 2, x, x, 17, x
COc1cc(C)c(Cl)cc1S(=O)(=O)NCCCN1CCOCC1
  103, -12, -14, -2, 0, 3, -3, -2, 4
CCC(=O)N1CCc2cc(Br)cc(S(=O)(=O)NCCN3CCCCC3CC)c21 (stereo not drawn)
  91, -17, x, 9[fluorescence artefact?], -1, x, x, 13[fluorescence artefact?], x
Nc1nnnn1/N=C/c1cccs1
  140, -9, -6, -9, -2, 0, 2, -10, 2
COc1ccc(-n2c(SCC#N)nnc2-c2ccc(NS(=O)(=O)c3ccc(C)cc3)cc2)cc1
  84, -1, x, 5, -1, x, x, 7, x
COC(=O)c1ccc(C(=O)OC)c(NS(C)(=O)=O)c1
  109, -10, -15, -3, -2, -1, -11, -1[fluorescence artefact?], 11
COc1ccc(CCNC(=O)COc2ccc(S(=O)(=O)NC3CCCCC3)cc2Cl)cc1
  x, 9, -10, x, 4, 0, -29, x, 6
Cc1c(C(=O)NCc2ccc3c(c2)OCO3)oc2ccc(S(=O)(=O)N3CCCCC3)cc12
  102, -1, -8, -20, 0, -3, 3, -50, 6
CC(CCc1ccccc1)NC(=O)c1cccnc1 (stereo not drawn)
  96[fluorescence artefact?], -4, -5, 6[fluorescence artefact?], -3, 5, 26, 1, 7
Cc1ccc(-c2nnc3ccc(SCC(=O)NCc4ccco4)nn23)cc1
  101, x, -16, 12, x, 2, 4, 6, 1

Next part:
Second line of a record: ERa coact pot, CD11b adhes inh, PLK1 kinase inh, ERb coact inh, CD11b adhes enh, FAK inh, PLK1 PBD inh, ERa SRC1 inh, HIV Rev-RRE inh
CCCOc1ccc(/C(O)=C2/C(=O)C(=O)N(CCN(C)C)C2c2ccc(OC)c(OC)c2)cc1 (stereo not drawn)
  99, x, 0, 13[fluorescence artefact?], x, 3, -6, 0[fluorescence artefact?], 6
CCOC(=O)CSc1nc(-c2ccc3c(c2)OCO3)ccc1C#N
  129, 10, -5, 1, 0, 1, -34, 7, 6
CC1(C)CC(=O)C=C(Nc2ccc(S(N)(=O)=O)cc2)C1
  105[fluorescence artefact?], -6, -12, -5, 1, -2, -6, -10, 5
c1cncc(-c2nc(NCc3ccco3)c3ccccc3n2)c1
  99, -4, 4, 5, -2, 19*, -13, -53, 8
CC1(C)Oc2nc3ccccc3n2/C1=C\C#N
  94, x, -10, -11[fluorescence artefact?], x, 0, -4, -17, 2
COc1ccc(NC(=O)Nc2ccc(F)cc2F)c(C)c1
  114, -18, -32, -1, -2, 3, 5, -7, 2
COc1ccccc1CNC(=O)C(C)NS(=O)(=O)c1ccc(Br)cc1 (stereo not drawn)
  102, x, -11, -3, x, 0, 7, -4, 3
COc1nc(NC23CC4CC(CC(C4)C2)C3)nc(OC)n1
  x, -12, -5, x, -1, 1, 25, x, 3
CCOC(=O)CSc1nnc(CNC(=O)c2cccs2)n1-c1ccccc1
  101, -10, -7, -7, -5, -1, 22, -3, 6
CCC(C(=O)NC(C)(C)C)N(C(=O)Cn1nnc(-c2ccccc2F)n1)c1cccc2c1CCCC2 (stereo not drawn)
  x, 30, -7, x, 0, -1, -22, x, 2
Cc1cccc(C(=O)NC(=S)Nc2ccc(S(=O)(=O)N3CCCCC3)cc2)c1
  x, 45, -8, x, -5, 2, -16, x, -1
CCOC(=O)C1=C(CN2CCSCC2)NC(=O)NC1c1cc(C)ccc1C (stereo not drawn)
  102, -32, -27, -5, -3, 3, 0, -5, 1
CC1(C)CC(=O)C2=C(C1)N=C1SCCC(=O)N1C2c1ccccc1 (stereo not drawn)
  114[fluorescence artefact?], -20, -10, 10, -4, -1, 5, -3, -1
CN(C)c1ccc(CNC2C3CC4CC(C3)CC2C4)cc1 (stereo not drawn)
  105, -16, -10, 21, -6, -3, -2, -15, -10
CCCCn1nc2cc(C(=O)NC3CCCc4ccccc43)ccc2c1OCC (stereo not drawn)
  x, x, -19, x, x, 0, -20, x, 9
COc1ccc(N2CCn3c2nc2c3c(=O)n(CCCc3ccccc3)c(=O)n2C)c(OC)c1
  85, 40, -15, -5[fluorescence artefact?], -3, 4, 0, 5, 1
O=C(CCCN1C(=O)c2cccnc2C1=O)N1CC(=O)N(CCc2ccccc2)C(=O)C1
  134[fluorescence artefact?], 2, 3, 2, 2, -1, -16, -3[fluorescence artefact?], 4
CCOc1ccc(Nc2cc(C)nc(-n3nc(C)cc3C)n2)cc1
  x, 30, 7, x, -4, -6, 10, x, 5
COc1ccc(C(C)C)cc1S(=O)(=O)n1cnc(C)c1
  94, 5, 0, -10, -4, -1, -9, -2, 1
CCOC(=O)c1ccc(S(=O)(=O)Nc2ccc3cn[nH]c3c2)cc1
  83[fluorescence artefact?], x, 15, 5[fluorescence artefact?], x, -3, -4, 8, 7
COc1cccc(CNC(=O)CCn2c(=O)oc3ccccc32)c1
  110, -18, -6, -1, -3, 0, 8, -5, 2
O=C(Nc1nnc(-c2ccc(Cl)cc2)o1)c1ccccc1Br
  108, 15, -20, -10, 1, -1, 5, 3, 2

Grouped by structure, the entries above containing a COOH group.
Second line of a record: ERa coact pot, CD11b adhes inh, PLK1 kinase inh, ERb coact inh, CD11b adhes enh, FAK inh, PLK1 PBD inh, ERa SRC1 inh, HIV Rev-RRE inh
O=C1CC(C(=O)Nc2ccccc2C(=O)O)C(c2ccccc2)O1 (stereo not drawn)
  108, -20, -13, 1, -4, -3, 12, 6, 2
Cc1ccc(C)c(OCCCC(=O)O)c1
  111, -8, -5, -8, 3, -1, -7, -6, 12

Assay outcomes deposited in PubChem BioAssay by several laboratories.
